Bioassay records deposited in PubChem BioAssay by NCI.
All columns: NCI-60 one-dose screen, growth in % after 48 h at 10 µM unless noted; 100 = growth as untreated, 0 = no growth, -100 = all killed.
SNB-75: SNB-75 CNS cancer; actives 5% (n = 79,000); AID 1794750
PC-3: PC-3 prostate cancer cells | actives 3.9% (n = 80,000) | AID 1794754
SF-539: SF-539 CNS cancer | actives 6.8% (n = 81,000)
U251: U251 CNS tumor cells; AID 1794753; actives 5.4% (n = 80,000)
SNB-19: SNB-19 CNS cancer cells; actives 2.5% (n = 81,000); AID 1794751
SF-268: SF-268 CNS cancer cells. actives 3.1% (n = 82,000). AID 1794759
SF-295: SF-295 CNS cancer cells; actives 5.6% (n = 79,000)
HCC-2998: HCC-2998 colon cancer; actives 4.7% (n = 79,000); AID 1794799
The depositor's hits bear a star; . = not tested or not shown; [ ] = another dose, or the depositor's remark. The calls were made as follows: active = growth percent below 10; inactive = the rest.

Each structure is followed by: SNB-75	PC-3	SF-539	U251	SNB-19	SF-268	SF-295	HCC-2998
O=C1/C(=C/c2cccc([N+](=O)[O-])c2)Oc2ccc(O)cc21
→ 92	88	96	97	91	92	92	103
Nc1nc(Nc2ccccc2SSc2ccccc2Nc2nc(N)nc(-c3cccc(F)c3)n2)nc(-c2cccc(F)c2)n1
→ 90	97	101	101	101	99	83	104
Nc1nc(N)c2c(n1)CN(Cc1ccc(Cl)cc1)C2
→ 84	93	93	95	110	105	.	104
COc1ccc(C2=NN3C(C2)c2cc(Br)ccc2OC3c2ccncc2)cc1 (stereo not drawn)
→ 79	63	86	75	81	66	86	105
c1ccc(-c2nc(N3CCN(C4CCCCC4)CC3)c3ccccc3n2)cc1
→ 73	87	96	90	85	94	101	89
COC(=O)c1ccc2[nH]c(O)c(C(=Nc3ccc(N(C)C(=O)CN4CCN(C)CC4)cc3)c3ccccc3)c2c1
→ -4.8*	36	-25*	31	43	28	27	26
Nc1ncnc2c1c(-c1cccc(Cl)c1)nn2CC(=O)N1CCc2ccccc2C1
→ 85	95	92	96	90	93	98	89
CCCCCCCC(=O)SCC/C=C/[C@@H]1CC(=O)NCc2cccc(n2)C2=N[C@@](C)(CS2)C(=O)N[C@@H](C(C)C)C(=O)O1
→ 31	12	20	-32*	14	11	-62*	-73*
N#C/C(=C\n1ccc(=O)[nH]c1=S)C(=O)c1ccc2ccccc2c1
→ 75	88	97	98	107	89	104	113
c1ccc(OCCOCCOc2ccccc2-c2ccccc2)cc1
→ 90	94	101	95	103	101	92	106
COc1ccc2[nH]c(=O)c(/C=C/C(=O)c3ccc(Nc4nccc(-c5ccc6ccccc6c5)n4)cc3)cc2c1
→ 96	98	101	.	92	95	101	104
COC(=O)C1=NC(=S)N=C(C(=O)OC)C1(C)C(=O)c1ccc(Cl)cc1
→ 99	94	92	101	102	103	102	104
C=C(C)c1ccc(/C=N/NC(N)=S)cc1
→ 104	100	99	94	97	109	76	110
CN(C)c1nc(-c2ccccc2)cc(-c2ccc(O)cc2)n1
→ 94	.	97	.	98	99	114	105
N#CC(/C=N\Nc1ncc(C#N)c(N)n1)=C\c1ccc(Cl)cc1
→ 82	91	103	107	97	75	105	97
O=c1[nH]c2ccccc2cc1CNc1ccc(Nc2nccc(-c3ccc4ccccc4c3)n2)cc1
→ 86	89	97	98	95	86	98	107
Cc1c(O)cc(-c2cnc(N/N=C\c3ccc(Cl)cc3)s2)c(O)c1C
→ 94	66	79	90	97	92	100	111
CCN(CC)CCNC(=O)C(F)(F)C(F)(F)C(F)(F)F
→ 97	96	91	104	116	103	101	105
O=C(Nc1nc2ccccc2s1)c1ccc(Br)cc1
→ 107	82	93	107	99	112	67	78
Cc1cc(-c2ccccc2)n(/N=C(\N)C(Cl)(Cl)Cl)c(=S)n1
→ 104	104	98	105	99	104	99	104

Filtered by structure, those above containing a carbonyl joined to an NH by a bond outside any ring.
Each structure is followed by: SNB-75	PC-3	SF-539	U251	SNB-19	SF-268	SF-295	HCC-2998
CCN(CC)CCNC(=O)C(F)(F)C(F)(F)C(F)(F)F
→ 97	96	91	104	116	103	101	105
O=C(Nc1nc2ccccc2s1)c1ccc(Br)cc1
→ 107	82	93	107	99	112	67	78

Structures shown so far containing a Cl atom:
Each structure is followed by: SNB-75	PC-3	SF-539	U251	SNB-19	SF-268	SF-295	HCC-2998
Nc1nc(N)c2c(n1)CN(Cc1ccc(Cl)cc1)C2
→ 84	93	93	95	110	105	.	104
Nc1ncnc2c1c(-c1cccc(Cl)c1)nn2CC(=O)N1CCc2ccccc2C1
→ 85	95	92	96	90	93	98	89
COC(=O)C1=NC(=S)N=C(C(=O)OC)C1(C)C(=O)c1ccc(Cl)cc1
→ 99	94	92	101	102	103	102	104
N#CC(/C=N\Nc1ncc(C#N)c(N)n1)=C\c1ccc(Cl)cc1
→ 82	91	103	107	97	75	105	97
Cc1c(O)cc(-c2cnc(N/N=C\c3ccc(Cl)cc3)s2)c(O)c1C
→ 94	66	79	90	97	92	100	111
Cc1cc(-c2ccccc2)n(/N=C(\N)C(Cl)(Cl)Cl)c(=S)n1
→ 104	104	98	105	99	104	99	104

Later entries
Each structure is followed by: SNB-75	PC-3	SF-539	U251	SNB-19	SF-268	SF-295	HCC-2998
COC1=CC(=Nc2cc(Br)c(O)c(Br)c2)C=CC1=O
→ 106	92	95	112	.	159	121	96
NC(CSCC(=O)N1CCN(c2cc3c(cc2F)c(=O)c(C(=O)O)cn3C2CC2)CC1)C(=O)O (stereo not drawn)
→ .	101	100	107	101	97	108	111
O=C(CN1C(=O)NC2NC(=O)NC21)N/N=C/c1ccc(Br)cc1 (stereo not drawn)
→ 77	106	106	102	94	99	96	104
NCCOc1ccc([N+](=O)[O-])cc1Cl
→ 81	96	98	98	104	107	100	107
CC1(C)C(=O)CC[C@]2(C)[C@H]3C(=O)C=C4[C@@H]5C[C@@](C)(C(=O)Nc6cccc7cccnc67)CC[C@]5(C)CC[C@@]4(C)[C@]3(C)CC[C@@H]12
→ .	45	70	59	68	82	62	97
CN=S(=O)(OCCCCOS(=O)(=NC)c1ccc(C)cc1)c1ccc(C)cc1 (stereo not drawn)
→ 78	107	102	.	110	106	.	97
c1ccc(Cn2cc(-c3ccccc3)c3ncnc(N4CCOCC4)c32)cc1
→ 115	68	101	89	93	82	77	103
CCC(C(=O)OC)C(=O)c1ccccc1 (stereo not drawn)
→ 86	99	107	107	100	101	110	.
O=C(/C=C/c1ccc(Cl)cc1)/C=C/c1cc2ccccc2[nH]c1=O
→ 69	49	.	12	83	45	102	73
CCOC(=O)C(C(=O)CC(C)C)C(C)C (stereo not drawn)
→ 95	95	91	98	107	118	.	112
CCCCCCCCCCCCC[C@H](O)C[C@H](O)[C@H](C)N
→ 129[1.25 µM]	97[1.25 µM]	100[1.25 µM]	85[1.25 µM]	104[1.25 µM]	115[1.25 µM]	108[1.25 µM]	27[1.25 µM]
Ic1cccs1
→ 105	99	101	96	100	99	96	108
NN1C(=O)c2cnn(-c3ccccc3)c2N2CC(=O)CNN=C12
→ 94	106	101	104	105	102	102	102
CCc1ccc(OC(C)=O)cc1
→ 85	94	92	106	101	97	119	106
c1ccc(N2CCN(c3nc(-c4cccc5ccccc45)nc4sc5c(c34)CCCCCC5)CC2)cc1
→ 68	88	96	97	103	90	98	109
CSc1nc(NCCN2CCOCC2)c(C#N)c(-c2cccc([N+](=O)[O-])c2)n1
→ 63	97	90	.	95	97	99	112
COc1cc2c(cc1OC)C1CC(=O)C(CC(C)C)CN1CC2 (stereo not drawn)
→ 99	95	102	101	104	99	99	.
CN=C(N)NCCC[C@H](N)C(=O)O
→ 95	99	108	107	105	104	107	110
COC(=O)c1cc2n(n1)-c1ncc(C(F)(F)F)cc1Oc1ccccc1-2
→ 81	86	92	94	96	99	103	85
COC(=O)C(c1ccccc1)C(CC(=O)c1ccccc1)c1ccccc1 (stereo not drawn)
→ 83	62	99	92	101	84	80	96
Cc1ccccc1NC(=O)c1sc2nc3c(cc2c1N)COCC3
→ 84	106	101	101	104	99	90	101
CCCOC(=O)c1cc(O)ccc1O
→ 89	107	83	98	103	107	103	100
Cc1oc(-c2ccc(Cl)cc2)nc1/C=C/C(=O)c1ccc(F)cc1
→ 88	91	91	95	92	92	102	98
CC(=Nc1ccccc1)C1=C(O)C(Cc2cccc(F)c2)NC1=O (stereo not drawn)
→ 78	19	-18*	11	36	31	-5.6*	27
Cn1cc(NC(=O)Nc2cc(C(=O)O)n(C)c2)cc1C(=O)O
→ 103	-76*	103	100	118	122	99	107
CCCCc1nc2c(N)nc3ccccc3c2n1Cc1ccc(C(=O)NC)cc1
→ .	90	101	101	93	99	88	110
COc1ccc(CNc2ccc(Nc3ncc(NC(=O)Nc4cc(OC)cc(OC)c4)c(Oc4ccc(OC)cc4)n3)cn2)cc1
→ 61	83	97	88	94	93	97	102
NC(=O)c1ccccn1
→ 93	91	95	98	97	102	101	.
COc1cc2c(c(OC)c1OC)C(=O)CC(c1cccc(NC(=O)c3ccc(Br)cc3)c1)O2 (stereo not drawn)
→ 48	21	79	42	65	58	42	73
Oc1ccc(-c2cc(-c3ccc(-c4cc(-c5ccc(O)cc5)nc(-c5ccc(O)cc5)c4)cc3)cc(-c3ccc(O)cc3)n2)cc1
→ 99	75	73	22	53	73	95	117
C=C(C)[C@@H]1CC[C@]2(C(=O)N3CCN(C)CC3)CC[C@]3(C)[C@H](CC[C@@H]4[C@@]5(C)C/C(=C/c6cccnc6)C(=O)C(C)(C)[C@@H]5CC[C@]43C)[C@@H]12
→ 80	19	75	52	69	73	87	77
CCCN(CCC)CCCC(O)c1cccc2ccccc12 (stereo not drawn)
→ 93	88	113	111	104	112	93	102
C=CCn1c(C)nc2ccc(Nc3nc(Nc4ncccn4)nc4ccccc34)cc21
→ 79	89	103	90	98	95	87	106
O=C(CN1CCCCC1)Nc1nc2ccc(NCc3ccc(Br)cc3)cc2s1
→ 119	89	100	96	100	100	97	115
Nc1ncc(-c2ccc(C(F)(F)F)cc2)s1
→ 62	95	93	80	79	83	89	96
O=C(Cc1c(-c2ccccc2[N+](=O)[O-])n(-c2ncnc3c2c(-c2ccccc2)cn3-c2ccc(Cl)c(Cl)c2)[nH]c1=O)c1ccc(Cl)c(Cl)c1
→ 68	78	86	98	79	113	88	110
c1ccc(Nc2nc3c(s2)CCc2c[nH]cc2-3)nc1
→ 89	70	106	90	100	92	107	103
COc1ccccc1/C=C/[C@H]1O[C@@H](C)[C@H](O)[C@@H]1O
→ 89	97	106	103	97	98	113	106
O=c1cc(C2NNC(=S)N2)c2c(ccc3ccccc32)o1 (stereo not drawn)
→ 92	88	94	102	106	98	99	102
CC12CCC3C(=CCc4cc(O)ccc43)C1CCC2O (stereo not drawn)
→ 71	93	90	106	96	99	101	106
Cc1ccc(-c2cc(/C=N\O)no2)cc1C
→ 85	103	103	96	98	101	101	102
COc1cc(Cn2cc(F)c(=O)[nH]c2=O)cc(OC)c1
→ 91[50 µM]	101[50 µM]	101[50 µM]	106[50 µM]	101[50 µM]	96[50 µM]	101[50 µM]	114[50 µM]

Fetched by compound from the list above:
Each structure is followed by: SNB-75	PC-3	SF-539	U251	SNB-19	SF-268	SF-295	HCC-2998
C=C(C)[C@@H]1CC[C@]2(C(=O)N3CCN(C)CC3)CC[C@]3(C)[C@H](CC[C@@H]4[C@@]5(C)C/C(=C/c6cccnc6)C(=O)C(C)(C)[C@@H]5CC[C@]43C)[C@@H]12
→ 80	19	75	52	69	73	87	77
COc1cc(Cn2cc(F)c(=O)[nH]c2=O)cc(OC)c1
→ 91[50 µM]	101[50 µM]	101[50 µM]	106[50 µM]	101[50 µM]	96[50 µM]	101[50 µM]	114[50 µM]
Nc1ncc(-c2ccc(C(F)(F)F)cc2)s1
→ 62	95	93	80	79	83	89	96
